Source: PubChem BioAssay (National Center for Advancing Translational Sciences (NCATS))
Pf Dd2 growth: inhibitors of Plasmodium falciparum Dd2 growth; Potency, µM (highest dose often 28.9 µM), without a hit: at the top dose activity, negative = inhibition, usual class: inhibitors; 120,000 compounds, 4.3% hits; P. falciparum Dd2 growth, SYBR Green, 72 h; active means well fitted inhibition curve with a large enough effect; inconclusive means small, poorly fitted or top-dose-only effect; inactive means no such curve, though single readings can be large or run the other way;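 further: plate controls were DMSO vehicle for no effect and reference drug for full effect; nearly all actives have a fitted effect of over 65% in size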
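Infected erythrocytes (Dd2, 0.3% parasitemia, 2.5% hematocrit final) are added to compound in RPMI-1640/Albumax II medium, grown 72 h at 37C in low oxygen, then lysed with saponin/Triton-X containing SYBR Green and read by fluorescence.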
Starred values were filed as active, the others as inactive; i = inactive; ? = inconclusive; [ ] = another dose, or the depositor's remark. Potency means the concentration at half of the fitted maximal effect. Not all compounds are listed; rates above refer to the full screens.

smiles,Pf Dd2 growth
CN(Cc1ccccc1CN1CCCC1)C(=O)C1CC2(CCNCC2)CN1C (stereo unspecified),-13.5%
O=C1NC2(CCN(C(=O)c3cccnc3)C2)OCc2ccccc21 (stereo unspecified),i
Cc1ccc(-n2c(=O)c3c4c(sc3n(CC(=O)c3ccc(Cl)cc3)c2=O)CCC4)cc1C,36.9%
Cc1nc2c(c(C)nn2-c2ccccc2)c(C)c1CCC(=O)NCCc1ccccc1,-23.1%
CSCc1noc(CNC(=O)c2ccc(-c3ccccc3Cl)o2)n1,i
Cc1ccc(N2CCN(C(=O)Cc3c(C(=O)O)c(C)cn3C)CC2)c(C)c1,-9.4%
Cc1nnnn1-c1ccc(NS(=O)(=O)NCc2ccccc2)cc1,27.4%
Cn1cccc1CN1CCCC2(C1)C(=NC1CCCC1)NC(=O)N2c1cc(F)cc(F)c1 (stereo unspecified),?
O=C(c1ccncc1)N1CC2CC(C1)[C@H]1CCCC(=O)N1C2 (stereo partly specified),0.4%
CN(CCCc1cnn(C)c1)C(=O)C1CNCCO1 (stereo unspecified),19.3%
Cc1ccc(NC(=O)CC2CCN(S(C)(=O)=O)C2)cc1 (stereo unspecified),19.4%
COc1ccc(-c2noc(-c3ccc(N4CCCC4)c([N+](=O)[O-])c3)n2)cc1,61.9%[activator]
CN1CCCC2(C1)CN(C)c1ccc(C(=O)Nc3ccccc3)cc12 (stereo unspecified),i
O=C1N(C2CCCCC2)C[C@H]2CN(Cc3ccncc3)CCN12,i
Cc1ccncc1C(=O)N1CCC2(CC1)CC(N1CCN(c3ccccn3)CC1)CCO2 (stereo unspecified),i
CCCN1CC[C@H]2COC(=O)N2c2cc(F)ccc2C1,i
CC(C)N(C(=O)c1ccccc1-c1cc(NC2CC2)nc(N)n1)C(C)C,?
COc1cccc(CNC(=O)C2(c3cccs3)CCOCC2)c1,91.3%[activator]
O=C1NC2(CCN(Cc3ccsc3)C2)COc2ccccc21 (stereo unspecified),?
O=C(CSc1nnc(CNC(=O)c2c(F)cccc2Cl)o1)Nc1ccccc1F,45.7%[activator][5.79 µM]
CCN1CC2(CCN(Cc3nc(COC)no3)CC2)CC(c2ccccc2)C1=O (stereo unspecified),2.2%
O=C(O)CCC(=O)N1Cc2ccccc2CC2(CCCN(Cc3cccnc3)C2)C1 (stereo unspecified),7.6%
CCOC(=O)C1=C(C)NC(=O)NC1c1ccccc1 (stereo unspecified),6.7%
O=C(NCc1c[nH]c2ncccc12)c1ccc(Cl)cc1,0.1%[44.1 µM]
Cc1cccc(C(=O)Nc2ccccc2OCc2cc(=O)n3c(C)csc3n2)c1,19.8%
CN1CCC(C(=O)N2Cc3ccccc3CC3(CCCN(CC4CCOCC4)C3)C2)CC1 (stereo unspecified),?
COc1ccc(CNC(=O)c2ccc(-c3nc(CSc4ccccc4)c(C)o3)cc2)cc1,i
Cc1nc(C)c(C)c(N2CCC(Oc3ccc4ccccc4c3)(C(=O)O)CC2)n1,-10.3%
Cc1ccc(-n2nc3c(N4CCC(C(=O)NC5CCC(C)CC5)CC4)nnc(C)c3c2C)cc1 (stereo unspecified),-11.2%
COCCCNC(=O)CCCn1c(=O)c2ccccc2n(CC(=O)Nc2ccc(C)cc2Cl)c1=O,-7.0%
CNC(=O)[C@@H]1CN(C(=O)c2ccc(C(C)C)cc2)C[C@H]1CO,-19.3%
Cc1nn(CCO)cc1-c1c(-c2ccccc2)ncn1CC(=O)O,-7.2%
CSc1ncc(C(=O)NCc2ccc(F)cc2)c(-c2ccccc2)n1,55.6%[activator]
CCNC(=O)NC[C@H]1C[C@@H]2CCN1C[C@@H]2c1cc(-c2ccc(OC)c(OC)c2)nn1C,?
Cc1ccccc1S(=O)(=O)N1CC[C@@H]2CN(c3cnccn3)[C@@H]2C1,-1.9%
CCOC(=O)c1nc(Nc2ccc(C(=O)OC)cc2)c2ccccc2n1,?
Cc1nc2nc[nH]n2c(=O)c1CCC(=O)Nc1ccc(F)cc1,17.4%
CC(C)c1ccc(CN2C[C@@H]3C(=O)N(CCCN4CCCC4=O)C(=O)[C@@H]3C2)cc1,-32.3%
O=C(Nc1ccc(Cl)nc1)c1cnn2ncccc12,12.0%[44.1 µM]
CCc1ccc(CNC(=O)c2ccc3nc(C(C)C)oc3c2)cc1,104.2%[activator]
O=C1CCN(C(=O)CC2CCCC2)CCCC(c2nc(-c3ccccc3)no2)CCN1 (stereo unspecified),-27.8%
O=C(NCCc1ccccc1F)c1cc(Br)cn2ccnc12,i
Cc1ccccc1C(=O)n1nc(-c2ccco2)nc1NCc1ccc(Cl)cc1,18.7%
COc1ccc(N2CCN(CC(O)COc3ccc(C(C)(C)C)cc3)CC2)cc1 (stereo unspecified),-6.1%
COCCOc1cc(C)c2c(c1C)C[C@H](C(C)C(=O)N1CCOCC1)CC2 (stereo partly specified),-3.2%[44.1 µM]
Cn1cc(CN(C(=O)C2CCC(=O)N(Cc3cccc(F)c3)C2)C2CC2)cn1 (stereo unspecified),11.0%
COc1ccccc1-c1nn2c(=O)cc(CN3CCN(C(=O)/C=C/c4ccccc4)CC3)nc2s1,?
O=C(NCC1CC1)c1ccc2nccn2c1,0.8%[44.1 µM]
CCc1ccc(NC(=O)C(=O)NCC(c2cccnc2)N2CCN(C)CC2)cc1 (stereo unspecified),-15.9%
CC(C)NC(=O)C[C@@H]1C[C@H]2O[C@H](CNCc3cnccc3C(F)(F)F)[C@@H](O)[C@H]2O1,13.4%[44.1 µM]
COc1ccc(C(=O)N2CCc3nn(Cc4ccccc4)c(=O)n3CC2)cc1F,?
CS(=O)(=O)N1CCc2cc(C(=O)N3CCN(c4ccccc4)CC3)ccc21,5.7%
COc1ccc(CNC(=O)c2cc3c(s2)-c2c(C)cccc2OC3)cc1,-2.9%
COc1ccccc1CNC(=O)c1ccc2c(c1)N(Cc1ccc(C)cc1)CCS2,10µM*
CCC(=O)Nc1ccc(S(=O)(=O)NCc2cccn2Cc2cccc(C)c2)cc1,-8.0%
CC(C)Oc1cccc(-c2ccc(C(=O)N(C)C)cc2)c1,?
CN1CCN(C(=O)Cc2c[nH]c3ncc(-c4ccnn4C)cc23)CC1,23.8%[44.1 µM]
CCOc1ccc(-c2cn3nc(CC(C)C)sc3n2)cc1,-14.2%
CC1=C(C(=O)Nc2cccc(C(F)(F)F)c2)C2(CCCCCC2)OC1=O,?
CC[C@H]1CN(S(C)(=O)=O)CC[C@H]1CC(=O)NCc1ccco1,7.4%[44.1 µM]

The list goes on.
smiles,Pf Dd2 growth
COc1ccc(-c2noc([C@@H]3C[C@@H](O)CN3Cc3cccs3)n2)cc1,?
CC(C)Cc1cc(C(=O)N2CCCC(OCc3ccccn3)C2)n(C)n1 (stereo unspecified),-4.9%
Cc1noc(C)c1-c1cc2c(cc(C)n2C)c(-c2cccc([S+](C)(=O)[O-])c2)n1,i
O=C1CCN(C(=O)C2CCN(C(=O)CCC3CCCC3)CC2)CCCCCCN1,-9.1%
Cc1[nH]c2ccccc2c1C1(O)C(=O)N(Cc2ccc(Cl)cc2)c2ccccc21 (stereo unspecified),i[5.79 µM]
O=C(c1ccccc1F)N1CCCN(c2nc3ncccc3o2)CC1,i
CN1c2cc(C(=O)Nc3ccc(OC(F)(F)F)cc3)ccc2C(=O)N2CCCCC21 (stereo unspecified),?
CCc1cc(NCC(O)CN2CCCCC2)ncn1 (stereo unspecified),3.4%
COc1ccc(NC(=O)N2C[C@@H]3C[C@H](C2)c2ccc(NC(=O)c4ccc(F)cc4)c(=O)n2C3)cc1,i
CCN(C(=O)Cn1nc(Cc2cccnc2)c2ccccc2c1=O)c1cc(C)ccc1C,?
Cc1ccc(Cn2c(C3CCN(C(=O)c4ccc5c(c4)OCO5)CC3)n[nH]c2=O)cc1,-28.5%
CCC(CC)C(=O)N[C@H]1C[C@@H](Cc2cc(COc3ccccc3)on2)C1(C)C,i
COc1ccccc1CC(=O)NCc1nnc2cc(-c3nc(C(C)C)no3)ccn12,i
CCCC(=O)N1Cc2ccccc2CC2(CCCN(Cc3ccccn3)C2)C1 (stereo unspecified),?
COc1cccc(C(=O)N2CCN(C(=O)c3nnn4c3COC(c3ccc(F)cc3)C4)CC2)c1 (stereo unspecified),?
CCOc1ccccc1Nc1nc(-c2ccc(C)cc2)c(CC(=O)O)s1,?
O=C(O)c1ccc2c(c1)N(S(=O)(=O)c1ccccc1F)CC2,28.2%
COc1cccc([C@@H]2CCN(Cc3cc4ccccc4n(C)c3=O)C[C@H]2O)c1,?
COc1ccc(-n2c(Cc3ccccc3)nnc2SCc2nc(-c3cccs3)no2)cc1,-4.5%
CN1CCc2c(sc3c2C(=O)NC(c2ccc(OC(=O)c4ccc(Cl)cc4)cc2)N3)C1 (stereo unspecified),?

The listing continues:
| mol | Pf Dd2 growth |
| --- | --- |
| CCOCC(=O)N1CCCC(c2cc(N3CCOCC3)nc(C)n2)C1 (stereo unspecified) | 3.8% |
| COCc1cn(C[C@H]2C[C@@H](NCc3nccn3C)[C@H](O)[C@@H]2O)nn1 | 17.5% |
| Cc1ccc(NC(=O)Cn2ccn3nc(-c4ccc(F)cc4)c(CO)c3c2=O)c(Cl)c1 | 17.8% |
| CCOc1ccc(C(=O)N2CCCC3(C2)NC(=O)N(Cc2ccccc2)C3=O)cc1 (stereo unspecified) | ? |
| COCC(=O)N[C@@H]1CN(Cc2cnn(C(C)C)c2)C[C@H]1CO | 19.4% |
| Cc1cc(C)nc(N2CCC(COc3ccc4c(cnn4CCC(=O)O)c3)CC2)n1 | -2.2%[44.1 µM] |
| COc1ccc(-c2nc3scc(CCNS(=O)(=O)c4cc(F)ccc4OC)n3n2)cc1OC | -23.4% |
| CCCCCCC1CCC(C(=O)NC(C(=O)O)C(C)C)CC1 (stereo unspecified) | 10.2% |

3 of these compounds in another layout:
Molecule: Cc1nc2c(c(C)nn2-c2ccccc2)c(C)c1CCC(=O)NCCc1ccccc1
  Pf Dd2 growth: -23.1%

Molecule: CSCc1noc(CNC(=O)c2ccc(-c3ccccc3Cl)o2)n1
  Pf Dd2 growth: i

Molecule: Cc1ccc(N2CCN(C(=O)Cc3c(C(=O)O)c(C)cn3C)CC2)c(C)c1
  Pf Dd2 growth: -9.4%

Continued.
| mol | Pf Dd2 growth |
| --- | --- |
| COc1cccc(CNC(=O)Cn2cc3c(n2)-c2c(oc(C(=O)N4CCOCC4)c2C)CC3)c1 | 6.6% |
| CN(C)c1ccc(-c2nnnn2[C@H]2CO[C@H]3[C@@H]2OC[C@@H]3NC(=O)Nc2ccc(Oc3ccccc3)cc2)cc1 | i |
| CC(=O)N1CCn2cc(C(=O)NCc3ccc(Cl)nc3)nc2C1 | 12.3% |
| CCN(c1cccc(C)c1)S(=O)(=O)c1c(C)nc2sc(C)cn2c1=O | -4.8% |
| COc1cccc2ccc(-c3nccn3CC3(CO)CCOCC3)nc12 | 5.8% |
| CCN1c2cc(C(=O)N3CCN(c4ccccc4)CC3)ccc2C(=O)N2CCCCCC21 (stereo unspecified) | ? |
| CCCn1c(C)cnc1CC1CCCN(C(=O)c2ccncc2)C1 (stereo unspecified) | ? |
| O=C(CC1CCCN(c2cnn(CC3CC3)c(=O)c2)C1)NCC1CC1 (stereo unspecified) | i |

Some of the entries so far, field by field:
CN(C)c1ccc(-c2nnnn2[C@H]2CO[C@H]3[C@@H]2OC[C@@H]3NC(=O)Nc2ccc(Oc3ccccc3)cc2)cc1
  Pf Dd2 growth = i
CC(=O)N1CCn2cc(C(=O)NCc3ccc(Cl)nc3)nc2C1
  Pf Dd2 growth = 12.3%
COc1cccc(CNC(=O)Cn2cc3c(n2)-c2c(oc(C(=O)N4CCOCC4)c2C)CC3)c1
  Pf Dd2 growth = 6.6%
CCN(c1cccc(C)c1)S(=O)(=O)c1c(C)nc2sc(C)cn2c1=O
  Pf Dd2 growth = -4.8%

Carrying on.
| mol | Pf Dd2 growth |
| --- | --- |
| Cc1noc(C)c1S(=O)(=O)N1CC(C(=O)NC2CCCCC2)C2(CCOCC2)C1 (stereo unspecified) | -20.1% |
| O=C(NCc1cccs1)c1ccc2c(c1)CC(=O)N2Cc1ccc(F)cc1 | ? |
| COc1ccc2c(CNCc3cccs3)c(C(=O)O)n(Cc3ccc(F)cc3)c2c1 | -2.6% |
| CCN1CCCC2(CCN(C(=O)CCc3n[nH]c(C)c3C)C2)C1=O (stereo unspecified) | -5.1% |
| O=C1CCCCN1Cc1nc(C2CCOC2)no1 (stereo unspecified) | ? |
| Cc1ccc(-c2[nH]c(-c3ccccc3)nc2SCC(=O)NCC2CCCO2)cc1 (stereo unspecified) | -8.3% |
| Cc1ccc(NC(=O)CN2CCSc3ccc(S(=O)(=O)N4CCCC4)cc32)cc1 | 7.94µM* |
| CCCn1c(C)cnc1C1CCN(S(C)(=O)=O)C1 (stereo unspecified) | -17.2% |
| CC[C@H]1CN(S(=O)(=O)c2c(C)noc2C)CC[C@H]1CC(=O)Nc1nccs1 | -20.9%[44.1 µM] |
| COc1cccc(NC(=O)c2nnn(Cc3ccc(OC)c(Br)c3)c2N)c1 | 7.7% |
| COCCCNC(=O)N1CCCC(COc2ccccc2C(=O)N2CCCCC2)C1 (stereo unspecified) | ? |
| COc1ccc(C(=O)N2CCC(c3nn(-c4ccc(F)cc4)c(=O)[nH]3)CC2)cc1 | i |
| COCC(=O)NC[C@H]1O[C@H](Cc2cc(CN(C)C)on2)CC[C@@H]1O | 0.3%[44.1 µM] |
| Cn1ccc2c(C(=O)NCC3CCC(=O)N3)nc(-c3ccccc3O)cc21 (stereo unspecified) | i |
| Cc1ccc(CNC(=O)C2CCCN(S(=O)(=O)c3cn(C)cn3)C2)cc1 (stereo unspecified) | 48.3%[activator] |
| O=C(NCc1ccc(F)cc1)c1ccc(NC(=O)N2CC3CCCN3c3ccccc32)cc1 (stereo unspecified) | ? |
